TROY NFkB inh: blocks TROY-dependent signaling in reporter cells; 360,000 compounds, 0.98% hits; inhibition, % at 10 µM; AID 1347056; Q293 LMP1-TROYcd NF-kB luciferase reporter, 4 h;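 active means compounds whose plate-normalised and pattern-corrected inhibition of the luciferase reporter signal at the single screening dose is 50% or more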
TRPM1 prom inh: reduces MITF-dependent TRPM1 promoter luciferase signal | SK-MEL-5 TRPM1 promoter luciferase, 24 h | inhibition, % at 12.5 µM | 330,000 compounds, 0.83% hits | AID 488899;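 active means mean inhibition across replicates of 60% or more, whatever share of single replicates reaches that level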; further: values of inactives mirror those of a sister screen read the other way
NR2E3 ag-1: agonists of human nuclear receptor NR2E3; 320,000 compounds, 0.12% hits; AID 2300; Q9Y5X4; inhibition of corepressor binding, % at 4.78 µM; GST-NR2E3/biotin-RetCOR TR-FRET, 1536-well;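 active means percent inhibition above the cutoff of mean plus 3 SD of all tested compounds, set per screening campaign, cut at about 20% in these data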;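 further: 0% = DMSO wells and 100% = biotin wells as full block of FRET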
Target sequence (Q9Y5X4 whole entry, looked up): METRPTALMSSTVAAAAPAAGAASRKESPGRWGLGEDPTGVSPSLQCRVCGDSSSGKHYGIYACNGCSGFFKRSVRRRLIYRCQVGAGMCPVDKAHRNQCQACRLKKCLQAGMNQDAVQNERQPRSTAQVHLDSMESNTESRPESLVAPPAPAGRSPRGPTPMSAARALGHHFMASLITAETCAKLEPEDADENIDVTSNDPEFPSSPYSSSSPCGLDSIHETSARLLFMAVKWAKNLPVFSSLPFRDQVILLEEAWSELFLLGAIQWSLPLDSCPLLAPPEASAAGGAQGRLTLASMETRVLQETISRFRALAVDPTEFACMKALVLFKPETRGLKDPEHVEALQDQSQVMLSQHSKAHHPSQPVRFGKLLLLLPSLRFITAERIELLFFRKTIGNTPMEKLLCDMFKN
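System: GST-tagged NR2E3 plus biotinylated RetCOR corepressor; Amount: 1.35 nM GST-tagged NR2E3 final; Dosing: single nominal compound dose of 4.8 µM; Schedule: 5 h incubation at 4 °C; Technique: TR-FRET with europium anti-GST and streptavidin-D2, 340 nm excitation; Controls: biotin wells as high control, 0.6% DMSO wells as low control.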
NR2E3 ag-2: human photoreceptor-specific nuclear receptor agonism. Q9Y5X4. CHO-S Gal4-NCOR/VP16-NR2E3 two-hybrid, luciferase. AID 602229. inhibition of corepressor binding, % at 3.98 µM. 360,000 compounds, 0.35% hits;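 active means inhibition above the mean of all tested compounds plus 3 SD, cut at about 70% in these data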;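 further: 0% = DMSO with NR2E3 transfected cells and 100% = cells lacking NR2E3 construct; higher means lower luciferase signal from less NR2E3 corepressor binding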
TRAIL sens C8: sensitizes caspase-8 expressing cells to TRAIL. NB7+C8 cells + TRAIL, ATPlite viability luminescence. inhibition (viability loss, TRAIL sensitization), % at 10 µM. 360,000 compounds, 1% hits. AID 624354;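 active means compounds causing at least 50% loss of cell viability in the single-dose screen, relative to plate controls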
KKLEB tox: CF airway cell cytotoxicity counter-screen. KKLEB CF airway cells viability, ATPlite luminescence, overnight; stronger effect = lower value; cells stimulated with P. aeruginosa culture filtrate. activity change (cytotoxicity), % at 5 µM. 360,000 compounds, 0.36% hits. AID 602141;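 active means corrected activity change at or below -50% at 5 µM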
CF NFkB inh: cystic fibrosis NF-kB activation inhibition | 360,000 compounds, 0.86% hits | KKLEB NF-kB-GFP reporter, PAF-induced, GFP fluorescence overnight | inhibition, % at 5 µM | AID 588850;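 active means at least 50% inhibition at 5 µM, scaled per plate between neutral and stimulator controls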;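 further: PAF is a Pseudomonas aeruginosa culture filtrate used as stimulus; plate controls were PAF-stimulated DMSO wells for no effect and unstimulated DMSO wells for full effect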
HIF-2a block: blocks HIF-2a reporter activity. 786-0 RCC cells HIF-2a reporter, luciferase luminescence, overnight. inhibition, % at 18.8 µM. 360,000 compounds, 0.72% hits;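 active means inhibition of the luminescence signal of 40% or more relative to plate controls, in a single-dose primary screen at 18.75 µM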
TWEAK Fn14 block: inhibitors of TWEAK-Fn14 interaction signaling; TWEAK-stimulated Fn14 reporter cells, luciferase luminescence, 8 h; inhibition, % at 10 µM; 360,000 compounds, 2% hits; AID 1159606; in the data active means inhibition above about 50%
Peg3 prom inh: inhibitors of Peg3 promoter; HeLa PEG-Prom luciferase reporter, luminescence, overnight; inhibition, % at 20 µM; 360,000 compounds, 1.7% hits; AID 588405;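 active means inhibition of at least 50% at 20 µM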
Shn3 3UTR inh: inhibitors of Schnurri-3 3'UTR reporter in osteoblasts; AID 588674; inhibition, % at 12.5 µM; 360,000 compounds, 0.52% hits; Clone20 osteoblast Shn3 3'UTR firefly luciferase, 24 h;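 active means mean inhibition of at least 75% with every replicate also reaching 75%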;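 further: 0% = median of neutral control wells and 100% = pilot-screen positive control compound; some compounds past the cut are filed as inactive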
* = called active by the depositor; x = not tested or not shown. Some of the compounds tested (hit frequency here may not be typical).

SMILES	TROY NFkB inh	TRPM1 prom inh	NR2E3 ag-1	NR2E3 ag-2	TRAIL sens C8	KKLEB tox	CF NFkB inh	HIF-2a block	TWEAK Fn14 block	Peg3 prom inh	Shn3 3UTR inh
CCC(C)(C)n1nnnc1CN(Cc1cc2cc(OC)c(OC)cc2[nH]c1=O)C1CCCC1	-5	0	2	1	7	1	-13	12	7	21	2
CN1C(=O)C2(c3ccccc31)N(C)CC(c1ccccn1)C21SC(=S)N(Cc2ccco2)C1=O (stereo not given)	21	11	2	-31	4	-1	-4	11	0	30	14
Cc1oc(C(C)(C)C)cc1C(=O)Nc1ccc(C(=O)O)cc1	-28	-66	-1	-125	5	16	2	-132	-45	-165	-43
Cc1ccc(C)c(OCCn2nnc3ccccc32)c1	-29	-13	3	-42	-16	-4	-1	-107	-18	-103	7
Clc1ccc(-c2noc(CCCc3ccccc3)n2)cc1	-49	-10	0	-7	-4	-7	16	-181	3	-77	36
O=C1C[C@H](NC(=O)OCc2ccccc2)CO1	7	0	3	-4	3	3	-20	11	4	5	-1
CCOC(=O)c1sc(=S)n(Cc2ccccc2)c1N	-6	-6	2	8	-15	4	2	-25	6	-1	15
COc1ccc(/C=C/C(=O)N2CCN(c3ccccn3)CC2)cc1OC	0	14	0	0	0	-6	-10	17	-11	9	9
Cc1cccc(N2CCN(C(=O)CC(NC(=O)c3ccccc3Cl)c3ccccc3)CC2)c1C (stereo not given)	28	-4	2	-16	5	-6	-1	22	23	26	12
Cc1cc(C)nc(N2CCC(C(=O)NCc3ccccc3)CC2)n1	-41	0	-6	-21	-17	-6	14	-15	-14	-33	-14

Four entries out of the list, ordered by SMILES length, lowest first:
SMILES	TROY NFkB inh	TRPM1 prom inh	NR2E3 ag-1	NR2E3 ag-2	TRAIL sens C8	KKLEB tox	CF NFkB inh	HIF-2a block	TWEAK Fn14 block	Peg3 prom inh	Shn3 3UTR inh
Cc1ccc(C)c(OCCn2nnc3ccccc32)c1	-29	-13	3	-42	-16	-4	-1	-107	-18	-103	7
O=C1C[C@H](NC(=O)OCc2ccccc2)CO1	7	0	3	-4	3	3	-20	11	4	5	-1
Cc1cc(C)nc(N2CCC(C(=O)NCc3ccccc3)CC2)n1	-41	0	-6	-21	-17	-6	14	-15	-14	-33	-14
CCC(C)(C)n1nnnc1CN(Cc1cc2cc(OC)c(OC)cc2[nH]c1=O)C1CCCC1	-5	0	2	1	7	1	-13	12	7	21	2

More results:
SMILES	TROY NFkB inh	TRPM1 prom inh	NR2E3 ag-1	NR2E3 ag-2	TRAIL sens C8	KKLEB tox	CF NFkB inh	HIF-2a block	TWEAK Fn14 block	Peg3 prom inh	Shn3 3UTR inh
O=C(Nc1nnc(SCc2ccc(Cl)cc2)s1)C1CCCO1 (stereo not given)	-13	7	4	-18	1	1	-2	-27	-18	-9	-28
COCCNC(=O)CSc1c2c(nc3ccc(Cl)cc13)CCCC2	-4	4	6	12	2	-5	31	8	12	11	-13
O=C(COC(=O)/C=C/c1ccccc1Cl)NC1CC1	-35	x	x	-37	-8	-2	-8	0	1	8	3
O=C(/C=C/c1cc([N+](=O)[O-])ccc1OC(F)F)Nc1ccc(OC(F)F)cc1	-10	-5	4	-8	-1	-7	0	-2	-5	-6	23
Cc1cc(C(=O)CN2C(=O)C(=O)N(Cc3ccccc3)C2=O)c(C)n1Cc1ccc(F)cc1	4	8	1	19	8	0	-8	-10	-1	29	25
Cc1nc(C)n(CC(=O)N2CCCC(C(=O)c3ccc(Cl)cc3C)C2)n1 (stereo not given)	25	-7	1	-29	-6	2	-4	2	3	13	0
Cc1cc2c3c([nH]c2cc1S(=O)(=O)N1CCC2(CC1)OCCO2)CCCC3=O	25	17	-1	33	8	8	-12	8	1	18	59
Cn1c2c(c(=O)n(C)c1=O)C(NS(=O)(=O)c1ccc(Cl)cc1)(C(F)(F)F)C(=O)N2 (stereo not given)	8	13	-3	-1	-6	4	-5	9	18	14	17
CCOC(=O)c1c(NC(=O)CSc2nnc(CNc3ccc(F)cc3)o2)sc(C(C)=O)c1C	12	-21	5	-26	2	-1	0	-25	-10	7	-2
COc1ccc(S(=O)(=O)CCC(=O)NCc2ccc(C)o2)cc1	-5	2	3	7	3	14	10	6	0	-7	-6
Cc1ccc(S(=O)(=O)Nc2ccc3cn[nH]c3c2)c(C)c1	11	10	2	15	7	2	-7	16	16	19	16
CCc1nc2ccc(C(=O)NCCCN3CCN(c4ccc(F)cc4)CC3)cc2nc1CC	-14	5	2	0	1	-8	-4	6	8	18	55
CCOC(=O)N1CCc2c(sc3ncn(Cc4ccc(F)cc4)c(=O)c23)C1	-27	4	2	6	1	16	-12	5	-3	15	29
O=C(NCc1ccc(Cl)cc1)c1ccc2c(=O)n(CC3CCCO3)c(=S)[nH]c2c1 (stereo not given)	-5	-16	2	-8	-8	-9	14	14	21	23	24
CCOc1ccc(CCNC(=O)c2ccc(S(=O)(=O)N3CCCC3)cc2)cc1OCC	-20	2	1	-25	-3	-14	15	0	-6	15	11
Cc1ccc(C(C(=O)NC2CCCC2)N(Cc2ccc(F)cc2)C(=O)c2snc(C(N)=O)c2N)o1 (stereo not given)	3	4	0	-12	0	5	2	10	18	22	-29
Cc1ccccc1CN(C)C(=O)c1ccc2ccccc2n1	-14	-1	4	-32	-10	15	-32	7	41	13	8
CCCCOC(=O)c1ccc(Nc2ncnc3nc[nH]c23)cc1	-67	-81	4	-26	11	-16	27	-180	-6	-200	-36
O=C1CCCN2N=C(SCC(=O)Nc3cccc(C(F)(F)F)c3)SC2=N1	19	14	-2	-39	18	12	-12	2	28	7	82
O=C(CN1CCN(S(=O)(=O)N2CCCCC2)CC1)Nc1ccc(Cl)c(Cl)c1	10	-7	5	-8	7	9	-5	3	-23	19	37

Pulled by structure from above:
SMILES	TROY NFkB inh	TRPM1 prom inh	NR2E3 ag-1	NR2E3 ag-2	TRAIL sens C8	KKLEB tox	CF NFkB inh	HIF-2a block	TWEAK Fn14 block	Peg3 prom inh	Shn3 3UTR inh
CCOC(=O)N1CCc2c(sc3ncn(Cc4ccc(F)cc4)c(=O)c23)C1	-27	4	2	6	1	16	-12	5	-3	15	29
O=C1CCCN2N=C(SCC(=O)Nc3cccc(C(F)(F)F)c3)SC2=N1	19	14	-2	-39	18	12	-12	2	28	7	82
CCOc1ccc(CCNC(=O)c2ccc(S(=O)(=O)N3CCCC3)cc2)cc1OCC	-20	2	1	-25	-3	-14	15	0	-6	15	11
Cc1ccc(S(=O)(=O)Nc2ccc3cn[nH]c3c2)c(C)c1	11	10	2	15	7	2	-7	16	16	19	16
CCCCOC(=O)c1ccc(Nc2ncnc3nc[nH]c23)cc1	-67	-81	4	-26	11	-16	27	-180	-6	-200	-36
Cc1ccc(C(C(=O)NC2CCCC2)N(Cc2ccc(F)cc2)C(=O)c2snc(C(N)=O)c2N)o1 (stereo not given)	3	4	0	-12	0	5	2	10	18	22	-29
O=C(CN1CCN(S(=O)(=O)N2CCCCC2)CC1)Nc1ccc(Cl)c(Cl)c1	10	-7	5	-8	7	9	-5	3	-23	19	37

Next part.
SMILES	TROY NFkB inh	TRPM1 prom inh	NR2E3 ag-1	NR2E3 ag-2	TRAIL sens C8	KKLEB tox	CF NFkB inh	HIF-2a block	TWEAK Fn14 block	Peg3 prom inh	Shn3 3UTR inh
Cc1c(Cl)c([N+](=O)[O-])nn1CCCC(=O)N1CCN(c2ccccc2)CC1	-2	7	3	-20	0	4	7	6	-1	-1	9
N#CC1(Cc2ccccc2Cl)c2ccccc2C=CN1C(=O)c1ccccc1 (stereo not given)	-2	5	2	-20	5	-6	5	13	15	21	21
COc1ccc(NC(=S)Nc2ccccc2SC)c(OC)c1	-40	-2	0	-45	4	1	-21	-115	-26	-35	-6
CC[C@]12c3[nH]c4cc(-c5ccco5)ccc4c3CCN1C(=O)[C@@H](CC(=O)NC/C=C(\C)CCC=C(C)C)C[C@@H]2C(=O)N1CCN(C(=O)c2ccco2)CC1	2	28	x	-3	8	-18	5	-3	15	3	64
O=C(N/N=C\c1ccc(Cl)s1)c1cccs1	-38	-4	-1	-81	25	-5	-8	-182	-33	-163	-28
CCN1CCc2c(sc(NC(=O)c3ccc(S(=O)(=O)N4CC(C)OC(C)C4)cc3)c2C(N)=O)C1 (stereo not given)	-14	-1	0	3	-15	-14	6	9	4	-17	6
O=C(O)CCCC(=O)Nc1ccccc1Oc1ccccc1	15	-61	-2	-9	-19	-1	3	11	7	15	-1
CC(C)=CCN1CCN(Cc2ccc(Sc3nncn3C)o2)CC1CCO (stereo not given)	-8	-11	1	-23	-2	-20	17	11	-13	-4	-12
CCc1ccc(CN2C(=O)CCC2(C)C(=O)NC2CCCC2)cc1 (stereo not given)	-20	2	4	-7	11	-1	4	14	-12	1	10
Cc1cc(NC(=O)CC2(CC(=O)O)CCCC2)n(C)n1	5	2	1	-13	-15	4	0	8	6	-1	-1
Cc1ccc(N2C3=C(C(=O)CC(C)(C)C3)C(c3cn(C)nc3C)C3=C2CC(C)(C)CC3=O)cc1	-1	-6	9	2	18	5	-27	-6	-6	-10	5
Cc1ccc(/C=C/C(=O)OCC(=O)N(C)c2c(N)n(Cc3ccccc3)c(=O)[nH]c2=O)o1	12	x	x	-30	5	-10	19	13	2	14	8
COc1ccc(OCC(=O)N/N=C(\CCC(=O)O)c2cccs2)cc1	-4	-2	-2	-37	0	-3	8	15	19	3	-5
CCOC(=O)c1c(C)[nH]c(C)c1C(=O)COC(=O)c1ccc([N+](=O)[O-])s1	-17	76*	4	21	5	-3	-2	-4	-6	9	-7
COc1ccc(CNc2ccc3c(c2)nc(C)n3C)cc1	60*	-45	0	-8	-13	-3	-4	-113	39	-148	0
COc1ccccc1N(C)S(=O)(=O)c1ccc(C(=O)NCc2ccc3c(c2)OCO3)cc1	47	6	5	-19	0	-19	9	24	14	33	25
N#C/C(=C\C=C\c1ccccc1)c1nc(-c2ccc3c(c2)OCO3)cs1	-40	-4	-1	-10	-6	4	-20	-21	-18	-75	-28

Screening results as filed in PubChem BioAssay.
